ZTA DNA inh = blocks Epstein-Barr virus ZTA, an EBNA-1 counter-screen; P03206; AID 2234; ZTA-DNA binding, fluorescence polarization; inhibition, % at 11 µM; 0.15% of 320,000 active; in the data active = inhibition above about 33%
Target sequence (P03206 whole entry, looked up): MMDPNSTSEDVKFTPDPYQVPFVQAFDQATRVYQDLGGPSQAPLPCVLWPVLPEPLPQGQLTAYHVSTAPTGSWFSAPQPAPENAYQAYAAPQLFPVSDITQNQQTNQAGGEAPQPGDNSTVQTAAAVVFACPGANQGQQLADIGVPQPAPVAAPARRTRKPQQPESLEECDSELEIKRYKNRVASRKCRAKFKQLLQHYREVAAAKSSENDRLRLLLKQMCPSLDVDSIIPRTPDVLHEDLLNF
MEX-5 binding = MEX-5 zinc finger RNA-binding disruptors – biochemical, C. elegans, fluorescence polarization, MLPCN library, primary screen; Zinc finger protein mex-5 (Caenorhabditis elegans), Q9XUB2; MEX-5/FITC-TCR2 RNA binding; active compounds read low; activity score (negative = inhibition of binding), % at 10 µM; 0.38% of 300,000 active; AID 1832, 2009;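 active = inhibition past about -25% in most replicates, and total fluorescence under double the plate's negative control median, limit read from the data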;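 note: 0% = DMSO and -100% = 5 µM competing unlabeled TCR2 RNA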
CR mimetic SO = reduction of superoxide in aged yeast, primary screen, HTS; S. cerevisiae aged cells, superoxide DHE fluorescence; active compounds read low; superoxide response (% of plate mean), % at 10 µM; 0.18% of 330,000 active;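 active = superoxide response under a set limit, about three screen SD below normal, cut at about 65% in these data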;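 note: yeast aged for seven days with compound at 30 °C before DHE staining; 100% = average MFI of all compound-treated wells on the plate with controls excluded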
Fam108B counter = mouse Fam108B serine hydrolase inhibitors, primary screen, counter-screen for RBBP9 inhibitor project, biochemical, fluorescence polarization | recombinant Fam108B, FP-Rh probe fluorescence polarization | AID 1947, 2009 | inhibition, % at 9.51 µM | 0.33% of 300,000 active;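 active = inhibition above the screen mean inhibition plus 3 SD, computed separately per campaign, cut at about 18% in these data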;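 note: inhibitors lower polarization as less probe binds the enzyme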
Bcl-xL primary = inhibitors of human Bcl-xL, primary screen, biochemical, fluorescence polarization, HTS; GST-Bcl-xL / FITC-Bim BH3 peptide fluorescence polarization; inhibition, % at 10.9 µM; 0.7% of 320,000 active;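 active = inhibition above the mean of all tested compounds plus 3 SD, cutoff set per campaign, cut at about 30% in these data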;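 note: 0% = DMSO wells and 100% = unlabeled Bim-BH3 peptide competitor; inhibitors lower millipolarization by displacing the labeled peptide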
Target sequence (Q07817 whole entry, looked up): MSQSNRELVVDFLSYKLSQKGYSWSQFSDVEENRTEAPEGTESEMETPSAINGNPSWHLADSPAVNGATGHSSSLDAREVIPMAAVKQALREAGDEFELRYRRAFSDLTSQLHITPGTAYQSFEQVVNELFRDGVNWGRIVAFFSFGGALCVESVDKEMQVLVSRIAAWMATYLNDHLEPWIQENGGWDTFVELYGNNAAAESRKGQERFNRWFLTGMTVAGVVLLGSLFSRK
Efflux pump mplx = inhibitors of Candida efflux pumps in yeast, primary screen, S. cerevisiae, Nile Red, multiplex; inhibition, % at 10 µM; 0.44% of 330,000 active; S. cerevisiae Candida pump triplex; AID 485275, 2010;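 active = plate passing quality check with inhibition over a set limit, or well fluorescence over plate mean plus 4 SD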;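 note: Nile Red retained in pooled yeast measured as flow cytometry median fluorescence; 0% = buffer negative control and 100% = Enniatin B positive control; higher means more Nile Red kept so more efflux inhibition; some compounds called inactive have numbers as strong as hits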
MCL1 BIM primary = inhibitors of MCL1 binding to BIM-BH3, primary screen, biochemical, fluorescence polarization | Induced myeloid leukemia cell differentiation protein Mcl-1 (Homo sapiens), Q07820 | GST-MCL1 / FITC-Bim-BH3 fluorescence polarization | inhibition, % at 10.9 µM | 0.68% of 320,000 active | AID 2057, 2009;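 active = inhibition above the mean inhibition of all tested compounds plus 3 SD, set per campaign, cut at about 40% in these data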;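 note: 0% = DMSO wells and 100% = unlabeled Bim-BH3 peptide control; higher means more loss of mP so more displacement of Bim peptide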
EBNA-1 inhibitor = EBNA-1 DNA-binding inhibitors, primary screen, biochemical, fluorescence polarization. inhibition, % at 14.8 µM. 0.34% of 300,000 active. AID 1950, 2009; in the data active = inhibition above about 28%
GLD-1 TGE inh = GLD-1/TGE RNA complex disruptors, primary screen, biochemical, fluorescence polarization; Female germline-specific tumor suppressor gld-1 (Caenorhabditis elegans), Q17339; purified GLD-1 + fluorescein TGE RNA; inhibition, % at 5.96 µM; 0.44% of 320,000 active;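 active = percent inhibition above a per-plate cutoff, the plate mean of test compounds plus 3 SD, cut at about 30% in these data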;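 note: 0% = DMSO wells with GLD-1 and probe and 100% = wells lacking GLD-1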
Target sequence (Q17339 whole entry, looked up): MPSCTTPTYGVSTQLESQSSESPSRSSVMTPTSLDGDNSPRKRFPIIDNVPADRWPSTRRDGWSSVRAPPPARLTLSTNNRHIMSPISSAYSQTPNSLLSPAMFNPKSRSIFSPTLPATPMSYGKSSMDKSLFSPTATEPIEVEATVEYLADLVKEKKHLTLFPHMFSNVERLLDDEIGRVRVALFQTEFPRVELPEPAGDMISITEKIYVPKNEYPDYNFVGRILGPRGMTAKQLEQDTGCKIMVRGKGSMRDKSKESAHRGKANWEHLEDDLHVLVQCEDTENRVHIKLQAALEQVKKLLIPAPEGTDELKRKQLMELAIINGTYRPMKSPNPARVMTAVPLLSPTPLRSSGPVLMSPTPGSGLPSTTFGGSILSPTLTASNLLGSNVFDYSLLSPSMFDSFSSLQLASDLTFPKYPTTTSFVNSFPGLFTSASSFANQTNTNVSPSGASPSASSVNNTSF
An asterisk follows results filed as active; x = no result given.

SMILES	ZTA DNA inh	MEX-5 binding	CR mimetic SO	Fam108B counter	Bcl-xL primary	Efflux pump mplx	MCL1 BIM primary	EBNA-1 inhibitor	GLD-1 TGE inh
Cc1ccccc1N1CC(C(=O)Nc2ccc(S(=O)(=O)N3CCOCC3)cc2)CC1=O (configuration not stated)	16	0.5	90	1	1	0.1	2	-5	-3
O=c1oc(-c2ccco2)nc2ccccc12	6	-0.2	107	3	5	0.1	3	0	9
COc1ccc2cc(CN(CCO)C(=O)c3ccccc3F)c(=O)[nH]c2c1	-2	-1.4	87	3	5	-0.1	-3	-9	3
COc1ccc(C)cc1NC(=O)CC1COc2ccccc2O1 (configuration not stated)	2	1.6	89	-2	1	0.0	-5	2	3
O=CN1CCN(C(=O)CN2C(=O)c3ccccc3C2=O)CC1	1	-0.1	104	0	3	0.0	-4	5	-8
Cc1cccc(N(CC(=O)NC2CC2)S(=O)(=O)c2ccc(Cl)cc2)c1	-9	-1.9	90	0	2	-0.1	3	6	4
O=C(COc1ccc(-c2ccccc2)cc1)N1CCN(C(=O)c2cccnc2)CC1	4	-0.6	101	6	4	0.1	-1	-5	8
O=C(N1CCCCC1)N1CCC(c2nc3ccccc3[nH]2)CC1	3	0.8	89	0	2	0.0	1	5	5
COCc1cc(C)nc(OCC(=O)N/N=C/c2ccc(-c3cc([N+](=O)[O-])ccc3Cl)o2)c1C#N	-1	-1.4	112	-5	-8	0.1	-7	-22	-11
CN1C(=O)c2cccc3c(S(=O)(=O)Nc4ccccc4F)ccc1c23	-8	-1.8	76	4	4	0.1	-1	5	-1
NC(=O)/C(=C\c1ccco1)NC(=O)c1ccc(Br)o1	-11	-5.9	108	1	37*	-0.1	42*	0	19
Cc1cc(N2C(=O)CC(N3CCN(c4ccc(C(=O)c5cccs5)cc4)CC3)C2=O)no1 (configuration not stated)	-1	2.0	96	-4	2	0.1	6	7	-5
CCC(=O)Nc1ccc(Oc2ccc3c(c2)C(=O)N(c2ccc(O)cc2)C3=O)cc1	7	1.0	92	-6	0	0.1	7	2	-1
CN(CC(CC(=O)O)c1ccccc1)S(=O)(=O)c1ccc(Br)cc1 (configuration not stated)	-7	0.0	111	0	2	0.3	3	-7	6
CC(=O)c1cc(C#N)c(N2CCOCC2)nc1C	0	1.3	78	3	-1	-0.2	6	6	1
CCOC(=O)Cn1nnnc1CN(CCc1ccccc1)Cc1cc2cc(CC)ccc2[nH]c1=O	-6	1.3	111	-3	11	0.4	6	-4	8
O=C(Nc1ccccc1)[C@@H]1[C@@H]2C(=O)N(c3ccc(F)cc3)C(=O)[C@@H]2[C@H]2C=CC=NN21	-12	-2.0	97	-5	7	-0.2	4	1	0
O=C(COc1ccc([N+](=O)[O-])cc1)Nc1cc(S(=O)(=O)N2CCCCC2)ccc1N1CCCCC1	1	1.3	115	-7	-6	0.0	2	13	0
O=C(Nc1ccccc1Oc1ccccc1)c1ccc(Br)o1	4	2.3	103	1	0	-0.1	-4	1	1
COc1ccc(-c2cc(C(=O)NCC3CCCO3)c3cc(C)ccc3n2)cc1 (configuration not stated)	7	-2.0	99	-1	6	0.1	5	-7	-7
Nc1nc(Cl)cc(Sc2ccc(F)cc2)n1	-13	2.7	114	-2	3	0.1	-3	1	-11
CC(C)C[C@H]1CN=C(Nc2ccccc2)N1CC1CCC(C(C)(C)C)CC1 (some centres not stated)	-10	x	105	2	3	0.4	-2	-2	-8
Cc1ccc(Cl)cc1N1CCN(C(=O)c2cc3c(=O)[nH]c4ccccc4c3n2C)CC1	-10	0.6	122	-7	-5	0.7	-5	7	-2
COc1ccc(-c2sc3cc(OC)c(OC)cc3c2C#CCCO)cc1	11	x	127	x	9	-0.1	1	x	4
CCN1C(=O)/C(=C\N2CCN(c3cccc(Cl)c3)CC2)SC1=S	2	-4.4	117	0	3	-0.1	2	-3	6

Next part (2 carried over from the part before).
SMILES	ZTA DNA inh	MEX-5 binding	CR mimetic SO	Fam108B counter	Bcl-xL primary	Efflux pump mplx	MCL1 BIM primary	EBNA-1 inhibitor	GLD-1 TGE inh
COc1ccc(-c2sc3cc(OC)c(OC)cc3c2C#CCCO)cc1	11	x	127	x	9	-0.1	1	x	4
CCN1C(=O)/C(=C\N2CCN(c3cccc(Cl)c3)CC2)SC1=S	2	-4.4	117	0	3	-0.1	2	-3	6
O=c1[nH]c2cc3c(cc2cc1C(c1nnnn1Cc1ccccc1)N1CCCCCC1)OCCO3 (configuration not stated)	4	-7.7	109	5	3	0.0	1	1	0
CC(=O)c1cccc(NC(=O)C(C)OC(=O)CCn2c(C)csc2=O)c1 (configuration not stated)	2	x	78	x	-2	0.0	0	x	-2
O=C(Nc1nncs1)C1(c2ccccc2)CCCC1	-5	-0.7	89	-2	3	-0.1	1	-7	5
CCOc1cc(NC(=O)c2cccs2)c(OCC)cc1NC(=O)CCC(=O)NCCN1CCOCC1	-13	-0.5	95	-5	4	-0.1	3	0	-3
COc1ccc(CCC(=O)Nc2ccc(Cn3ccnc3)cc2)cc1	-3	0.6	96	2	-8	0.0	-6	4	-5
Cc1ccc(N2C(=O)N(CC(=O)c3cc(C)ccc3C)C(=O)C2C)cc1 (configuration not stated)	-8	-1.6	96	3	-7	1.0	-6	-1	-7
Cc1ccccc1N=C/C=C1\N(C)c2ccccc2C1(C)C	-26	4.6	106	-1	1	-0.1	3	-19	4
COc1ccc(OC)c(NC(=O)Cn2cc(C(=O)c3ccco3)c3ccccc32)c1	12	1.2	103	4	6	-0.1	3	2	1
O=C(O)CCc1ccc(-c2ccc(Cl)cc2)n1Cc1ccco1	-4	-0.6	112	-1	2	0.0	2	7	-3
C=CCNC(=O)c1c2c(nc3ccccc13)-c1ccccc1CC2	2	0.5	91	-5	3	0.0	3	7	-7
C/C(=N\NC(=O)c1ccncc1)c1cccs1	-3	-0.2	109	-2	-2	0.1	4	-4	-2
CCOc1ccc(-c2nc(CN3CCCCC3CCn3cccn3)c(C)o2)cc1 (configuration not stated)	-6	0.2	100	-2	4	-0.1	1	-4	-8
O=C(CNC(=O)c1ccc(S(=O)(=O)N2CCCC2)cc1)N/N=C/c1c(Cl)cccc1Cl	-8	-0.2	107	-5	4	0.0	-5	8	-4
NS(=O)(=O)c1ccc(NC(=O)COC(=O)C2CC(=O)N(Cc3ccccc3)C2)cc1 (configuration not stated)	-2	-0.3	98	-4	8	-0.1	13	-7	-5
CCOc1ccc(C(=O)Nc2ccc(C(=O)N3CCOCC3)cc2)c(OCC)c1	2	1.7	91	2	4	0.8	5	7	-7
O=[N+]([O-])c1ccc2nc(-c3ccccc3)cc(-c3ccccc3)c2c1	-15	-2.2	113	0	2	0.1	11	4	7
COc1cc2c(=O)n(CC3CCCO3)c(=O)n(CC(=O)Nc3ccccc3)c2cc1OC (configuration not stated)	6	3.7	103	0	4	0.2	8	3	4
Cc1cc(C(=O)N[C@@H](c2ccccc2)[C@]2(C)C[C@H]2[C@@H](C)C(=O)Nc2ccc3ccccc3c2)no1	-5	3.7	124	-17	8	0.1	7	7	-8
Cc1ccc(C(=O)Nc2cccc(C(=O)N3CCN(C)CC3)c2)cc1	8	0.4	92	0	5	0.0	5	8	3
COc1ccc(OC)c(NC(=O)Cc2csc(NC(=O)Nc3ccccc3OC)n2)c1	1	1.4	105	0	-1	-0.4	2	-10	8
Cc1ccc2nc3c(cc(C(=O)NC4CCCC4)c(=N)n3C3CCCCC3)c(=O)n2c1	-4	-15	113	-8	-1	0.2	0	-9	-6
O=C(N/N=C/c1ccccc1)C(O)c1ccccc1 (configuration not stated)	-6	2.9	88	4	1	-0.2	3	7	3
Nc1ccc(N2CCOCC2)c(S(=O)(=O)Nc2cc(Cl)ccc2Cl)c1	12	-1.5	100	3	1	-0.2	9	12	-4
O=C(COc1ccccc1)NC1CCCCC1	-10	1.2	109	-1	2	0.1	-3	6	2
COc1nc2c(s1)C(=O)NCCC2	-1	-4.4	95	-4	-2	-0.3	-1	-3	-3

Structures listed above printed as active in MCL1 BIM primary.
canonical_smiles | MEX-5 binding | Bcl-xL primary | Efflux pump mplx | MCL1 BIM primary | EBNA-1 inhibitor | GLD-1 TGE inh
NC(=O)/C(=C\c1ccco1)NC(=O)c1ccc(Br)o1 | -5.9 | 37* | -0.1 | 42* | 0 | 19

(cont.)
SMILES	ZTA DNA inh	MEX-5 binding	CR mimetic SO	Fam108B counter	Bcl-xL primary	Efflux pump mplx	MCL1 BIM primary	EBNA-1 inhibitor	GLD-1 TGE inh
Cc1c(NC(=O)COc2ncnc3ccccc23)c(=O)n(-c2ccccc2)n1C	7	-0.2	102	9	5	-0.1	2	-3	-3
COc1ccc(C2NN=C(c3ccc(C)cc3)S2)cc1 (configuration not stated)	14	1.5	107	-1	5	0.0	4	-4	0
COc1cccc(/C=C/C(=O)NCc2ccc3c(c2)OCO3)c1	-2	3.5	114	-3	-5	0.0	-12	-10	-6
Cn1c(=O)c2c(nc(CN3CCOCC3)n2CC(=O)c2ccccc2)n(C)c1=O	9	1.8	99	13	-3	0.0	-4	0	-5
Cc1cc(C(=O)O)cc(Br)c1N	5	-0.6	121	0	5	0.2	-1	-3	-6
CCNc1nc(NCC)nc(NC(N)=S)n1	3	x	105	8	-1	-0.1	3	1	5
CCC/C(=N\NC(=O)CCC(=O)NCc1ccccc1)c1ccccc1	-6	2.0	99	-2	2	-0.2	10	8	-4
Cc1ccc(NS(=O)(=O)c2c(C)[nH]c(=O)[nH]c2=O)c(Br)c1	-3	-1.6	91	-4	2	0.1	9	-15	19
CC(=O)NC(CCS(C)(=O)=O)C(=O)Nc1ccc2c(c1)OCCO2 (configuration not stated)	0	0.2	96	-1	3	-0.1	1	4	7

Grouped by structure, the compounds so far with a furan ring, fused or not
SMILES	ZTA DNA inh	MEX-5 binding	CR mimetic SO	Fam108B counter	Bcl-xL primary	Efflux pump mplx	MCL1 BIM primary	EBNA-1 inhibitor	GLD-1 TGE inh
O=c1oc(-c2ccco2)nc2ccccc12	6	-0.2	107	3	5	0.1	3	0	9
COCc1cc(C)nc(OCC(=O)N/N=C/c2ccc(-c3cc([N+](=O)[O-])ccc3Cl)o2)c1C#N	-1	-1.4	112	-5	-8	0.1	-7	-22	-11
NC(=O)/C(=C\c1ccco1)NC(=O)c1ccc(Br)o1	-11	-5.9	108	1	37*	-0.1	42*	0	19
O=C(Nc1ccccc1Oc1ccccc1)c1ccc(Br)o1	4	2.3	103	1	0	-0.1	-4	1	1
COc1ccc(OC)c(NC(=O)Cn2cc(C(=O)c3ccco3)c3ccccc32)c1	12	1.2	103	4	6	-0.1	3	2	1
O=C(O)CCc1ccc(-c2ccc(Cl)cc2)n1Cc1ccco1	-4	-0.6	112	-1	2	0.0	2	7	-3

Source: PubChem BioAssay (several laboratories)
